Screening results as filed in PubChem.
hcGAS inh: blocks human cGAS activity. Q8N884. recombinant h-cGAS, ATP depletion, Kinase-Glo luminescence. inhibition, % at 12.5 µM. 290,000 tested, 0.081% active;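 further: 0% = vehicle reaction and 100% = reaction without DNA for no activity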
Target sequence (Q8N884 whole entry, looked up): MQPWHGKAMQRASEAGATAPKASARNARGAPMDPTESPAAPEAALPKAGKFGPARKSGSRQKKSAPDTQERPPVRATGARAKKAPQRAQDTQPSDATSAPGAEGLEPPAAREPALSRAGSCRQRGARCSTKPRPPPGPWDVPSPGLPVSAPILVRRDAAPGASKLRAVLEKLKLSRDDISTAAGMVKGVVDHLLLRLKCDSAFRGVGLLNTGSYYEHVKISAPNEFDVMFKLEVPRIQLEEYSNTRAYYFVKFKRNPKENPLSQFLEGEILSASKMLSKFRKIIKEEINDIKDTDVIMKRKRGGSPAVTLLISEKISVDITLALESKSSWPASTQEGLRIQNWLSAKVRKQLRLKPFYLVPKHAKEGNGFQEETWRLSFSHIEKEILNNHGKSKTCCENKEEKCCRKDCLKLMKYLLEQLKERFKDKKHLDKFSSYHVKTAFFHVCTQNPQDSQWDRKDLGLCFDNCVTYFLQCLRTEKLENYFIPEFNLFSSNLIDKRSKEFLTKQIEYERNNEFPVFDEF
mcGAS inh: mouse cGAS inhibition by luminescence | Q8C6L5 | recombinant cGAS, Kinase-Glo ATP depletion luminescence | inhibition, % at 12.5 µM | 160,000 tested, 0.15% active;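 further: 0% = negative control wells and 100% = reference inhibitor with no enzyme activity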
NPYLR7 agonist: mosquito NPYLR7 agonism. 270,000 tested, 0.15% active. HEK293T NPYLR7/Galpha15, GCaMP6s calcium fluorescence. activation, % at 10 µM; in the data active means activation above about 40%;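 further: 0% = vehicle and 100% = reference agonist at the receptor; some compounds past the cut are filed as inactive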
An asterisk follows results filed as active; x = not tested or not shown; & = joins results of further samples. Unless noted, no stated cut-off is given here; in the data, active means inhibition above about 40%; inactive means the rest. An excerpt; rates above refer to the full screens.

SMILES | hcGAS inh | mcGAS inh | NPYLR7 agonist
CC(Cc1ccccc1F)NCc1nc(C2CCCCC2)no1 (stereo not drawn) | -2 | -9 | 4
CCn1nc(-c2cccs2)nc2c(=O)n(C)c(=O)nc1-2 | 17 | 59* | 12
Cc1c(C=NN(C)C)c2ccccc2n1C | -17 | x | 8
CCNC(=O)N1CCN2C[C@H](c3ccccc3)[C@@H](C(=O)NC)[C@H]2C1 | -3 | -5 | 4
C=CCCOC(=O)N1C[C@H](C(=O)OCC)[C@H]2c3ccccc3N(CCOC)C(=O)[C@]21C | 0 | -7 | -1
CN1[C@H]2CC[C@@H]1CN(C(=O)c1cc(=O)[nH]c(=O)[nH]1)CC2 | -2 | x | 1
COc1c(F)ccc(CN(C)C(C)Cc2cc(C)ccn2)c1F (stereo not drawn) | -3 | -11 | 6
CCC1(C2=NCCN2)Cc2ccccc2O1 (stereo not drawn) | 6&-3&0 | -2&-2 | -5&-1&-5
c1ccc(NC2=NCCS2)cc1 | -8 | -6 | 4
CCOC(=O)[C@H]1CN(C(=O)c2cc3ccccc3s2)[C@]2(C)C(=O)Nc3ccccc3[C@H]12 | -3 | -5 | 28
CCCN1CC[C@@H]2c3cc(O)ccc3CC[C@@H]21 | -2 | -4 | 3
C=CCN1C(=O)NC(=O)/C(=C\c2ccc(-c3ccccc3[N+](=O)[O-])o2)C1=O | -1 | -5 | -10
CC1CN(c2ccc(N)cc2)CC[N+]1(C)C (stereo not drawn) | 5 | 6 | 8
CCCCCC(C)NCc1cnc(SC)nc1N(C)C1CCN(C)CC1 (stereo not drawn) | -6 | -6 | 2
O=C(Nc1ccc(F)cc1F)C(C1CCCC1)N1CCN(C(=O)COc2ccc(Cl)cc2)CC1 (stereo not drawn) | -2 | -4 | 5
CCC1(c2ccc(N)cc2)CCC(=O)NC1=O (stereo not drawn) | -3&-3&0&-3 | -4&-2 | 0&-11&-2&8
CN1CC(=O)N(Cc2ccc(Cn3nc(C(=O)Nc4ccc(C(N)=O)cc4)c4ccccc43)cc2)c2ccccc2C1=O | -1 | -2 | 26
CCCSc1ncc(CN2C[C@H]3C[C@H](O)[C@@H](O)C[C@H]3C2)cn1 | -5 | x | 8
O=C1C=C2C(=CCOC2O)O1 (stereo not drawn) | 88* | 106* | x
COc1cc2c(cc1O)[C@@H]1Cc3ccc(OC)c(O)c3CN1CC2 | -7 | x | -5
CC(=O)N1CC[N+](C)(C)CC1 | -6 | x | 10
O=C(C1COc2ccccc2O1)N1CCN(CCOC(c2ccccc2)c2cccc(C(F)(F)F)c2)CC1 (stereo not drawn) | -2 | -7 | 13
COCCNC(=O)C(C1CCCC1)N1CCN(C(=O)Cc2cccs2)CC1 (stereo not drawn) | -5 | -3 | -3
CCOP(=O)(CCCC(=O)O)OCC | -5 | x | -6
COCCNC(=O)CN1C(=O)CSC(c2ccc3c(c2)OCO3)c2c(C(C)(C)C)nn(-c3cccc(C)c3)c21 (stereo not drawn) | -6 | -4 | 4
O=C(c1cc(F)ccc1F)C1CCCNC1 (stereo not drawn) | -1 | -11 | 0
O=C(O)[C@]12CNC[C@H]1CN(c1cccc(Cl)n1)C2 | -2 | x | 1
Cc1ccc(-c2nc(CN3C[C@@H]4C[C@@H](C3)c3cccc(=O)n3C4)c(C)o2)o1 | -3 | -5 | -8
Cc1nc(C)c(CC(=O)N2CCCC(N3CCN(c4ccccc4C)CC3)C2)s1 (stereo not drawn) | -6 | x | 8
CN1CCc2nc(N)c(C#N)c(-c3ccccc3Cl)c2C1 | -9 | x | -3
O=C(Nc1nccs1)[C@H]1CN2CCC1C[C@@H]2Cn1cc(-c2ccccn2)nn1 (stereo partly drawn) | -3 | -1 | -11
O=C(Cn1cc(C(F)(F)F)ccc1=O)N1CCC2(CCCNC2)C1 (stereo not drawn) | -4 | x | 7
Cc1ccnc(CC(C)N(C)Cc2ccc(C#CC(C)(C)O)s2)c1 (stereo not drawn) | -7 | x | 2
O=C(CCc1cccnc1)N1C[C@@H](c2ccccc2)[C@@H]2[C@H]1C1CCN2CC1 | -3 | -8 | x
CO[C@H]1[C@H](O)[C@@H](O[C@H]2CC[C@]3(C=O)C4CC[C@]5(C)[C@@H](C6=CC(=O)OC6)CC[C@]5(O)C4CC[C@@H]3C2)O[C@@H](C)[C@@H]1O (stereo partly drawn) | -6 | -4 | x
O=C(O)c1cn(Cc2ccccc2C(F)(F)F)nn1 | -7 | -15 | 8
O=C(c1ccc2ncsc2c1)N1C[C@H](c2ccccc2)[C@@H]2[C@H]1C1CCN2CC1 | -8 | x | 9
Cc1ccccc1-n1cc(C2=CCN(CC(=O)Nc3ccn(C)n3)CC2)cn1 | -7 | x | 21
CN1C(=O)C2(CCCN(Cc3cccnc3N)C2)c2ccccc21 (stereo not drawn) | -4 | x | 0
CC1=C(C(=O)OCc2ccccc2)C2(C(=O)Nc3ccccc32)C(C(=O)OC(C)C)C(=N)O1 (stereo not drawn) | -5 | -4 | -5

22 successive compounds already listed:
SMILES | hcGAS inh | mcGAS inh | NPYLR7 agonist
O=C1C=C2C(=CCOC2O)O1 (stereo not drawn) | 88* | 106* | x
COc1cc2c(cc1O)[C@@H]1Cc3ccc(OC)c(O)c3CN1CC2 | -7 | x | -5
CC(=O)N1CC[N+](C)(C)CC1 | -6 | x | 10
O=C(C1COc2ccccc2O1)N1CCN(CCOC(c2ccccc2)c2cccc(C(F)(F)F)c2)CC1 (stereo not drawn) | -2 | -7 | 13
COCCNC(=O)C(C1CCCC1)N1CCN(C(=O)Cc2cccs2)CC1 (stereo not drawn) | -5 | -3 | -3
CCOP(=O)(CCCC(=O)O)OCC | -5 | x | -6
COCCNC(=O)CN1C(=O)CSC(c2ccc3c(c2)OCO3)c2c(C(C)(C)C)nn(-c3cccc(C)c3)c21 (stereo not drawn) | -6 | -4 | 4
O=C(c1cc(F)ccc1F)C1CCCNC1 (stereo not drawn) | -1 | -11 | 0
O=C(O)[C@]12CNC[C@H]1CN(c1cccc(Cl)n1)C2 | -2 | x | 1
Cc1ccc(-c2nc(CN3C[C@@H]4C[C@@H](C3)c3cccc(=O)n3C4)c(C)o2)o1 | -3 | -5 | -8
Cc1nc(C)c(CC(=O)N2CCCC(N3CCN(c4ccccc4C)CC3)C2)s1 (stereo not drawn) | -6 | x | 8
CN1CCc2nc(N)c(C#N)c(-c3ccccc3Cl)c2C1 | -9 | x | -3
O=C(Nc1nccs1)[C@H]1CN2CCC1C[C@@H]2Cn1cc(-c2ccccn2)nn1 (stereo partly drawn) | -3 | -1 | -11
O=C(Cn1cc(C(F)(F)F)ccc1=O)N1CCC2(CCCNC2)C1 (stereo not drawn) | -4 | x | 7
Cc1ccnc(CC(C)N(C)Cc2ccc(C#CC(C)(C)O)s2)c1 (stereo not drawn) | -7 | x | 2
O=C(CCc1cccnc1)N1C[C@@H](c2ccccc2)[C@@H]2[C@H]1C1CCN2CC1 | -3 | -8 | x
CO[C@H]1[C@H](O)[C@@H](O[C@H]2CC[C@]3(C=O)C4CC[C@]5(C)[C@@H](C6=CC(=O)OC6)CC[C@]5(O)C4CC[C@@H]3C2)O[C@@H](C)[C@@H]1O (stereo partly drawn) | -6 | -4 | x
O=C(O)c1cn(Cc2ccccc2C(F)(F)F)nn1 | -7 | -15 | 8
O=C(c1ccc2ncsc2c1)N1C[C@H](c2ccccc2)[C@@H]2[C@H]1C1CCN2CC1 | -8 | x | 9
Cc1ccccc1-n1cc(C2=CCN(CC(=O)Nc3ccn(C)n3)CC2)cn1 | -7 | x | 21
CN1C(=O)C2(CCCN(Cc3cccnc3N)C2)c2ccccc21 (stereo not drawn) | -4 | x | 0
CC1=C(C(=O)OCc2ccccc2)C2(C(=O)Nc3ccccc32)C(C(=O)OC(C)C)C(=N)O1 (stereo not drawn) | -5 | -4 | -5

The results go on.
SMILES | hcGAS inh | mcGAS inh | NPYLR7 agonist
Cc1ccnc(CC(C)N(C)Cc2ccc(Sc3nncn3C)o2)c1 (stereo not drawn) | -4 | x | 2
COC(=O)C(CCSC)NC(=O)c1cn(C2CCCCC2)nn1 (stereo not drawn) | -8 | -13 | 15
CCOC(=O)c1c(C)n(Cc2ccccc2)c2cc(Br)c(O)cc12 | -2 | -6 | 10
O=C(O)C1C2CCC3(COC(=O)C13)O2 (stereo not drawn) | 11 | x | -1
N=C1c2ccccc2CN1CCCN1CCOCC1 | 11 | 1 | -6
O=C1CCCC2C3CC(CN12)[C@@H]1CCCCN1C3 (stereo partly drawn) | -5&2 | -3 | -3&5
COc1ccccc1CC(=O)N1CCN(Cc2ccc(-c3noc(-c4cccs4)n3)cc2)CC1 | -2 | -6 | 4
Cc1ccc(Cn2ccccc2=N)cc1 | -3 | x | 1
CN1CC[C@@]23CCCCC2C1Cc1ccc(O)cc13 (stereo partly drawn) | -5 | -6 | 4
N=c1sccn1Cc1ccccc1 | -2 | -1 | -1
O=C(COc1ccc(Cl)cc1)N1CCCC(N2CCN(c3ccccc3F)CC2)C1 (stereo not drawn) | 0 | x | -2
C(=NNC1=NCCCCC1)c1c[nH]c2ccccc12 | -6 | x | -14
CC(C)CN(Cc1cc(NC(=O)CC(C)(C)C)ccc1N(C)C1CCN(C)CC1)C(=O)c1ccccc1Cl | -5 | -7 | 4
O=C(Nc1cc(F)ccc1F)c1cn(Cc2ccccc2)c2ncccc12 | -4 | -4 | -1
CC1CN=C(Nc2cc([N+](=O)[O-])ccc2Cl)S1 (stereo not drawn) | -5 | x | 17
Cc1ccccc1CC(=O)N1CCN(Cc2cccc(-c3noc(-c4cccc(C(F)(F)F)c4)n3)c2)CC1 | 3 | 2 | 9
Cc1ccc2c(c1)Cc1c(C(=O)NC3CCCCC3)nn(-c3ccc(Cl)cc3Cl)c1-2 | -3 | x | -9
CC1CCC(NC(=O)C2CCCCC2C(=O)N2CCC(C#N)(c3ccccc3)CC2)CC1 (stereo not drawn) | -7 | -4 | -7
CCN1C[C@]2(C)CC[C@H](OC)[C@]34C5C[C@@H]6CC[C@@](O)(C5C(=O)O6)C(C13)[C@@H](OC(=O)c1ccccc1)C24 | -2 | -5 | 5
O=C(CN1CCN(C(=O)Cc2csc(N3CCCC3=O)n2)CC1)Nc1cccc(F)c1 | -8 | -13 | 4
CCOC(=O)c1c(CN2CCC(C(=O)OCC)(c3ccccc3)CC2)n(-c2ccccc2)c2cc(Br)c(OC)cc12 | -6 | -6 | -5
CC12NC(Cc3ccccc31)c1ccccc12 (stereo not drawn) | -3 | -4 | 0
CCN1CCN(Cc2csc(C)c2C)CC1 | 2 | x | 6
CC(C)Oc1cccc(C(=O)C2CCCN(C3CCSCC3)C2)c1 (stereo not drawn) | -7 | -11 | 4
O=C1CCO1 | 6 | x | 4
COc1ccc(CCN(Cc2ccc(C)o2)C(=O)CN(CCN2CCCCC2)C(=O)Cc2ccccc2)cc1OC | -4 | -4 | 1
O=C(Cc1cccs1)N1C2CCC(O)(CC2)C1CN1CCOCC1 (stereo not drawn) | -1 | -7 | 10
O=C(Cc1cccs1)N1CCN(C(c2ccccc2)c2ccc(Cl)cc2)CC1 (stereo not drawn) | -5 | -6 | 0
O=C(c1ccc(-c2ccccc2)c(F)c1)C1CCCNC1 (stereo not drawn) | -2 | -15 | 0
CCOP(=O)(C#CC(C)(C)C)C1(O)CCCCC1 (stereo not drawn) | -2 | x | 1
CCC(CC)NC(C)Cc1cc(C)[nH]n1 (stereo not drawn) | -2 | -15 | 8
O=C(Nc1ccc2[nH]cc(CCN3CCCC3)c2c1)c1c(F)c(F)c(F)c(F)c1F | -5 | -2 | 1
C=CCS(=O)(=O)N1CCN2CCNC(=O)C2C1 (stereo not drawn) | -1 | x | 0
Cc1cccc(C2SCC(=O)N(CC(=O)NCc3ccco3)c3c2c(C(C)(C)C)nn3C)c1 (stereo not drawn) | -6 | -5 | x
CCOC(=O)N1CCN(C2CCCN(C(=O)Cc3ccccc3OC)C2)CC1 (stereo not drawn) | -6 | x | 19
COC(=O)C1C2c3ccccc3OCC23CC2N(c4ccccc4)C12O3 (stereo not drawn) | 2 | x | 7
N#CC(C#N)=Cc1ccc([N+](=O)[O-])c(O)c1 | 9 | 0 | 2
CCC(C)OC(=O)c1c(N)n(CCCOC)c2nc3ccccc3nc12 (stereo not drawn) | -4 | x | -1
Cc1cccnc1CC(C)N(C)Cc1nc[nH]c1C (stereo not drawn) | -10 | x | 7
CCOC(=O)c1ccc(-n2c(C)cc(C=C3C(=O)N(C)C(=O)N(C)C3=O)c2C)cc1 | 12 | 0 | -12
C[N+]1(C)CCc2cc3c(cc2[C@H]1[C@@H]1OC(=O)c2c1ccc1c2OCO1)OCO3 | -8 | -5 | 7
Cc1cc(NC(=O)c2cccn(Cc3ccc(C(F)(F)F)cc3)c2=O)no1 | -18 | x | 13
NC(=O)C(F)(Br)C(F)(F)F (stereo not drawn) | -4 | x | -2
CN(C)[C@@H]1C[C@@H](CO)N(C(=O)Cc2cccnc2)C1 | -8 | -13 | 4
Cc1c(O)c(O)cc2c1CC=C1[C@@]2(C)CC[C@@]2(C)C3C[C@](C)(C(=O)O)CC[C@]3(C)CC[C@]12C (stereo partly drawn) | -4 | x | -9
N=C1c2ccccc2CN1CC(=O)c1ccccc1 | -9 | -6 | 1
CC(NC1CCC2CCCCC2C1)C(O)c1ccc(O)cc1 (stereo not drawn) | -6 | x | -1
Cc1ccc(C)c(Cn2cccc(C(=O)Nc3cccc(C)c3C)c2=O)c1 | -6 | x | 22
CC(N)[C@H](O)c1ccc(O)c(O)c1 (stereo partly drawn) | -1 | -5 | 1
CN1CC[C@@]2(C)c3cc(O)ccc3N(C)C12 (stereo partly drawn) | 1 | -1 | -6
Continuation.
SMILES | hcGAS inh | mcGAS inh | NPYLR7 agonist
O=C(CCl)c1ccc(O)c(O)c1 | -1 | 0 | -5
Brc1ccc(C2N3CCCN23)cc1 (stereo not drawn) | -4 | -3 | -1
COCc1c(C(=O)N2CCCC3(CCNC3)C2)noc1C (stereo not drawn) | -5 | -4 | x
CCC(Cl)C(=O)N1CCN(CCOC(c2ccccc2)c2ccccc2)CC1 (stereo not drawn) | -8 | -7 | 3
